Coupling enz = counter-screen for Giardia aldolase inhibitors: coupling enzyme system; activity change, negative = inhibition, % at 58.2 µM, hits read low; hit rate 0.67% among 290,000; coupling enzyme system counterscreen, AmpLite Red fluorescence; AID 2472; in the data active means activity change below about -30%; further: on the % scale 0 is the no-effect control and ±100 the full control effect
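Counterscreen of the coupled detection system alone, without aldolase: glyceraldehyde-3-phosphate coupling enzymes plus AmpLite Red readout. Compounds at 57.5 uM final, 10 min RT preincubation, 20 min RT reaction, fluorescence 525/598 nm.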
ASM inhibitor = inhibitors of human secretory acid sphingomyelinase | placental ASM, HMU-PC fluorogenic substrate, 60 min | P17405 | AID 504937 | Potency, µM (titrated, usually from 57.5 µM), for the others: at the highest dose activity change, negative = inhibition, usual class: inhibitors | hit rate 0.006% among 340,000; further: potency means the concentration at half of the fitted maximal effect
Target sequence (P17405 47-631 limits assumed): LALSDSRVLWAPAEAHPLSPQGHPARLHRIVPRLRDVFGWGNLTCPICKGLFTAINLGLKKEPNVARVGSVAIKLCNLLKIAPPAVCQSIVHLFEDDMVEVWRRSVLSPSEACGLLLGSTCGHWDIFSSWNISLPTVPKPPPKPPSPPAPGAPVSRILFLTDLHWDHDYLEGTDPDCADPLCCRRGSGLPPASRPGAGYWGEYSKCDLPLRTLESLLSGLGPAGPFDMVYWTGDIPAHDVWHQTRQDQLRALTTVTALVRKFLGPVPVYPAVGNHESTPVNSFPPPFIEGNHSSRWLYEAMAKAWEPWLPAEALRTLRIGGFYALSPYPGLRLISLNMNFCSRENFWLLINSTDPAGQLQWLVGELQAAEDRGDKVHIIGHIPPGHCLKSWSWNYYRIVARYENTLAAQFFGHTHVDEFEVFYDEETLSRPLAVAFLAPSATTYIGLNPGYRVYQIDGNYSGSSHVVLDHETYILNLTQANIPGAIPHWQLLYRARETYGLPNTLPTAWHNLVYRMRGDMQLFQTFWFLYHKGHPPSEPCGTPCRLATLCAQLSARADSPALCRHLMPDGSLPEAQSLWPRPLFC
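Human placenta-derived ASM preincubated with compound 10 min at room temperature, then reacted with 9 uM (final) fluorogenic HMU-PC substrate for 60 min at 37 C. Stop solution raises pH to 10; fluorescence read at Ex 386/Em 447 nm.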
GALK inhibitor = inhibitors of human galactokinase | P51570 | Purified GALK, Kinase-Glo residual ATP luminescence | Potency, µM (doses to about 57.5 µM), inactives show at the top dose activity change, negative = inhibition, most hits filed as inhibitors | hit rate 0.007% among 270,000; further: potency means the concentration at half of the fitted maximal effect; on the % scale 0 is the no-effect control and ±100 the full control effect
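The enzyme phosphorylates galactose (100 uM) using ATP (35 uM); inhibition is detected as higher residual ATP, quantified by bioluminescence after 1 h reaction at room temperature, pH 8.0.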
B2AR arrestin = agonists driving beta-arrestin recruitment to human beta2-adrenergic receptor; beta-arrestin recruitment to beta2AR, cell-based reporter; hit rate 0.02% among 330,000; Potency, µM (titrated, usually from 46.1 µM), without a hit: at the highest dose activation, hits mostly activators; P07550;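 further: potency means the concentration at half of the fitted maximal effect; 0% = DMSO controls and full agonism = EC100 isoproterenol or metaproterenol; nearly all actives have a fitted effect of over 65% in size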
PKM2 act = activators of human pyruvate kinase M2 | P14618 | purified PKM2, Kinase-Glo ATP luminescence, activation; response scale: 0% is enzyme alone, no compound | Potency, µM (titrated, usually from 57.5 µM), inactives show top-dose activation, most hits filed as activators | hit rate 0.34% among 260,000; further: potency means the concentration at half of the fitted maximal effect; on the % scale 0 is the no-effect control and ±100 the full control effect; nearly all actives have a fitted effect of over 55% in size
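hPK-M2, >95% pure; 0.1 mM ADP / 0.5 mM PEP final; imidazole pH7.2 buffer w/ 7 mM MgCl2, 50 mM KCl; 1 h RT; Kinase-Glo lum. Intermediate enzyme activity for dual inhibitor/activator qHTS.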
BCR signal inh = chronic active BCR signaling inhibition | ABC-DLBCL IkBa-CBG/CBR reporter, luminescence ratio, 4 h | Potency, µM (doses to about 46.1 µM), inactives show top-dose ratio change, negative = lower green/red ratio, usual class: inhibitors | hit rate 0.05% among 340,000 | AID 493014; active means well fitted inhibition curve with a large enough effect in the signal ratio, with a control signal flat, not every such curve was filed as active; inconclusive means small, poorly fitted or top-dose-only effect, or effect the other way, or a change in a side signal; the % refers to the signal ratio;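 further: potency means the concentration at half of the fitted maximal effect; plate controls were basal doxycycline-induced cells for no effect and cells given 10 µM MG132 for full effect; MG132 reads +100%, hits lower the ratio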
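Compounds up to 46 uM were incubated four hours with TMD8 cells whose green CBG68 luciferase is fused to IkappaBalpha; red CBR luminescence normalised the signal, and concentration-effect curves were fitted to fusion, red and ratio data.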
TSG101-PTAP inh = blocks PTAP/TSG101 interaction to inhibit HIV-1 budding; AID 493005; Potency, µM (titrated, usually from 115 µM), for the others: at the highest dose activity change, negative = inhibition, hits mostly inhibitors; Fluorescence polarization, FITC-PTAP peptide / Tsg101 binding; 340,000 tested, under 10 active; Q99816; active means well fitted inhibition curve with a large enough effect in the main read-out, with a control signal flat, not every such curve was filed as active; inconclusive means small, poorly fitted or top-dose-only effect, or effect the other way, or a change in a side signal; inactive means no such curve, though single readings can be large or run the other way; further: potency means the concentration at half of the fitted maximal effect; % of control where 0% means no effect
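Fluorescence polarization binding of Tsg101 binding domain (10 uM final) to FITC-labeled PTAP peptide (50 nM final) in HEPES pH 7.5 buffer with NaCl, Tween 20, EDTA, TCEP. Compounds added before peptide; binding 20 min at RT.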
Giardia killer = kills Giardia lamblia. Giardia lamblia trophozoite viability. activity change, % at 7.66 µM, hits read low. hit rate 0.15% among 340,000. AID 540267; in the data active means activity change below about -80%; inconclusive means between about -30% and that limit;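 further: parasites exposed to compound for two days anaerobically before the ATP read; on the % scale 0 is the no-effect control and ±100 the full control effect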
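Anaerobic 48 hrs incubation at 37 deg C of 100 trophozoites/well with test compounds; ATPLite 1-Step luminescence, 15-30 min RT, reports cellular ATP as viability.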
Integrin act MD = activates integrin-mediated alleviation for muscular dystrophy. alpha7betagal myoblasts, beta-gal FDG fluorescence, 48 h. Potency, µM (series often up to 38.3 µM), for inactives: top-dose activation, usual class: activators. hit rate 0.064% among 350,000. AID 624291;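 further: potency means the concentration at half of the fitted maximal effect; 100% = response of the positive control SU9516; nearly all actives have a fitted effect of over 60% in size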
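alpha7betagal+/- myoblasts (passage 13, 250/well) treated 48 h at 37C with compounds at 1:260 dilution of DMSO stock. Lysed, then beta-galactosidase activity read as FDG fluorescence (ex 480/em 540) after 30 min, with pre-read for autofluorescence.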
Tb PFK block = T. brucei PFK enzyme inhibition. O15648. T. brucei PFK, ADP-Glo luminescence. Potency, µM (series often up to 57.5 µM), inactives show at the highest dose activity, negative = inhibition, most hits filed as inhibitors. hit rate 0.17% among 330,000. AID 485367;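 further: potency means the concentration at half of the fitted maximal effect; 0% = uninhibited 1x PFK enzyme wells and -100% = no-enzyme wells; nearly all actives have a fitted effect of over 60% in size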
Target sequence (O15648 whole entry, looked up): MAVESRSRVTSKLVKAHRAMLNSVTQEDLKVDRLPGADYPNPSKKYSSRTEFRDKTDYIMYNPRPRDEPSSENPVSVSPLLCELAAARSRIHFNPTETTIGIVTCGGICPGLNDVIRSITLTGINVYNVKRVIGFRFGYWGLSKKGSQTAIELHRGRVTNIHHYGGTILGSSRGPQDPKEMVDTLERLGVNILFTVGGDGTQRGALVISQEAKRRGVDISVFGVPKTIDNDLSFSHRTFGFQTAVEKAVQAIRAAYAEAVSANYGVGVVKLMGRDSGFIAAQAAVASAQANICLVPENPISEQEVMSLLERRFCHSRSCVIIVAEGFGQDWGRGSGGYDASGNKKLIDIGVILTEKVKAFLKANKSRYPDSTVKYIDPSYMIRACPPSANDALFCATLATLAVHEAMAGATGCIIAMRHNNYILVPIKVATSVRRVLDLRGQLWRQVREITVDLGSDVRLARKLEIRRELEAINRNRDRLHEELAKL
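ADP-Glo luminescence quantified ADP after 45 min at room temperature, with 1.25 nM T. brucei PFK, 0.1 mM ATP and 0.5 mM fructose-6-phosphate in pH 8.0 TEA buffer. qHTS titrations up to 57 µM; curves classified by quality.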
Menin-MLL TR inh = inhibitors of human menin-MLL interaction, mutant MLL peptide; O00255; AID 1768; Menin + Texas Red MLL mutant peptide, fluorescence polarization; hit rate 0.23% among 270,000; Potency, µM (top dose mostly 61.6 µM), without a hit: top-dose FP activity change, negative = inhibition, actives largely listed as inhibitors; active means well fitted inhibition curve with a large enough effect in the polarisation, with a control signal flat, not every such curve was filed as active; inconclusive means small, poorly fitted or top-dose-only effect, or effect the other way, or a change in a side signal; inactive means no such curve, though single readings can be large or run the other way; the % refers to the polarisation; further: potency means the concentration at half of the fitted maximal effect; % of control where 0% means no effect; many of its hits are not listed in these tables
* hit, by the source's call; i = inactive; ? = inconclusive; . = no result given; [ ] = remark or other dose. Unless noted, the call rests on the fitted dose curve; in most records, active means well fitted curve in the direction sought with a large enough effect; inconclusive means small, poorly fitted or top-dose-only effect, or another doubt; inactive means no such curve, though single readings can be large; an effect the other way counts as inactive or inconclusive. These rows are one share of the data; the hit share may differ from the screen's.

Molecule	GALK inhibitor	Menin-MLL TR inh	Integrin act MD	TSG101-PTAP inh	B2AR arrestin	BCR signal inh	Coupling enz	ASM inhibitor	Tb PFK block	Giardia killer	PKM2 act
CC(CC(=O)N1CCc2ccccc21)S(=O)(=O)c1ccc2c(c1)NC(=O)CO2 (stereo unspecified)	0%	.	-2%	-12%	0.1%	4%	.	-3%	-19%	18	.
Cc1nn(CC(=O)NCCCN2CCC(Cc3ccccc3)CC2)c(=O)c2cc(-c3ccccc3)nn12	1%	.	-14%	-1%	0.1%	-2%	.	-5%	5%	-10	.
O=S(=O)(c1cc(F)ccc1F)N1CCN(c2ncnc3ccccc23)CC1	.	.	-54%[inhibitor]	-1%	-0.5%	?	.	-1%	0%	36[activator]	.
CN(Cc1nccn1C)C(=O)c1cc(COc2ccc3ncccc3c2)on1	7%	-5%	-5%	1%	0.0%	18%	4	2%	1%	-14	-5%
CC(C(=O)Nc1ccc(S(=O)(=O)N2CCCC2)cc1)N(C)Cc1ccc(F)cc1 (stereo unspecified)	.	.	-15%	-8%	0.3%	-1%	.	-1%	5%	9	.
COc1ccc(OC)c2sc(NC(=O)c3ccc(S(=O)(=O)N4CCOCC4)cc3)nc12	0%	18µM*	16%	0%	0.1%	?	2	2%	-5%	4	1%
Clc1cc(Cl)c2nc(N3CCCCC3)sc2c1	2%	-6%	8%	-2%	-0.4%	?	2	-8%	-10%	-6	-14%
Cc1cc(NC(=O)COC(=O)c2ccccc2O)no1	.	.	2%	-1%	-0.2%	0%	.	-1%	-15%	-26	.
Cc1cc(NC(=O)CCN2C(=O)C3C4C=CC(C4)C3C2=O)c2ccccc2n1 (stereo unspecified)	0%	22%	1%	-8%	-0.3%	-1%	3	0%	-2%	-19	-5%
COc1ccc(CC(=O)OCC(=O)Nc2ncc(Cl)c(C)c2Cl)cc1	.	.	9%	-8%	-0.1%	4%	.	-4%	-1%	-9	.
COc1ccc(/C(N)=N/OC(=O)Cc2cccs2)cc1	2%	0%	22%	0%	-0.9%	?	0	2%	0%	4	0%
CN(C)c1cccc(C(=O)Nc2cccc(S(=O)(=O)NC3=NCCC3)c2)c1	5%	.	7%	-2%	-0.2%	-5%	.	1%	0%	-21	-1%
COc1cc(C(=O)O[C@H]2CC(C)=CC[C@@]3(C)CC[C@@](O)(C(C)C)[C@H]23)ccc1O	0%	1%	7%	-9%	-0.3%	?	-6	-20%	6%	-27	.
CC(C)(C)NC(=O)C(c1ccc(F)cc1)N(CCc1ccccc1)C(=O)c1ccn[nH]1 (stereo unspecified)	2%	2%	9%	0%	1.0%	?	3	2%	0%	35[activator]	-3%
COc1cccc(NC(=O)CSc2nnc(-c3cc(C)[nH]n3)n2N)c1	7%	.	-2%	-9%	-0.6%	0%	.	2%	-1%	8	.
Cc1cccc(C2=NN(c3ccc(Br)cc3)[C@@H](C(=O)N3CCOC3=O)[C@@H]2c2ccc(Cl)cc2)c1	.	?	-6%	-1%	-1.1%	12%	-4	i	0%	-23	.
CCOC(=O)N1CCN(C(=O)c2ccc3c(=O)n(CCc4ccccc4)c(=O)[nH]c3c2)CC1	1%	-1%	-28%	-1%	0.0%	10%	1	45%[activator]	-4%	-5	6%
O=C(COC(=O)CNC(=O)c1ccccc1F)NC1CC1	.	.	5%	0%	0.1%	2%	.	4%	3%	-11	.
O=C(Nc1ccc(Cl)cn1)c1cccc(OCc2ccccc2)c1	-1%	?	1%	2%	-0.4%	?	3	-9%	1%	-10	.
Fc1ccc2cnc(-c3ccccc3)c(-c3ccc(C(F)(F)F)cc3)c2c1	.	.	29%	-8%	-1.1%	1%	.	-15%	6%	-4	.
CC1=C(CO)C(=O)OC([C@@H](C)C2CC[C@H]3C4C[C@H]5O[C@]56[C@@H](O)C=CC(=O)[C@]6(C)C4CC[C@]23C)C1 (stereo partly specified)	1%	.	-51%[inhibitor]	1%	-0.5%	?	1	-2%	1%	14	0%
NNC(=O)[C@H]1C[C@@H]1c1ccccc1	0%	-4%	14%	0%	-0.2%	4%	1	-5%	0%	5	1%
CC1CCN(C(=O)c2ccc(NS(=O)(=O)c3ccc4[nH]c(=O)[nH]c4c3)cc2)CC1	.	.	6%	-1%	0.0%	-3%	.	3%	-1%	6	.
Cc1ccc(-c2csc(NC(=O)CN3CC(C)OC(C)C3)n2)cc1 (stereo unspecified)	0%	20%	10%	0%	-0.7%	?	-3	-4%	2%	6	2%
CC(=O)c1ccc(NC(=O)C(C)NCc2ccc(Cl)cc2)cc1 (stereo unspecified)	-2%	-7%	-26%	1%	0.1%	-5%	1	3%	2%	-20	-6%

Printed as active in Menin-MLL TR inh, among the entries above:
| SMILES | GALK inhibitor | Menin-MLL TR inh | Integrin act MD | TSG101-PTAP inh | B2AR arrestin | ASM inhibitor | Tb PFK block | PKM2 act |
| --- | --- | --- | --- | --- | --- | --- | --- | --- |
| COc1ccc(OC)c2sc(NC(=O)c3ccc(S(=O)(=O)N4CCOCC4)cc3)nc12 | 0% | 18µM* | 16% | 0% | 0.1% | 2% | -5% | 1% |

Later entries
Molecule	GALK inhibitor	Menin-MLL TR inh	Integrin act MD	TSG101-PTAP inh	B2AR arrestin	BCR signal inh	Coupling enz	ASM inhibitor	Tb PFK block	Giardia killer	PKM2 act
Cc1ccccc1NC(=O)CCn1c(=O)oc2ccccc21	-2%	-3%	6%	-1%	-0.1%	7%	2	4%	-1%	-7	-4%
N#CCC(=O)Nc1ccccc1C(=O)O	5%	1%	-11%	-4%	0.3%	-1%	2	2%	2%	13	-4%
Cc1cc(=O)oc2cc(OCC(=O)N/N=C/c3ccccc3O)ccc12	2%	25%	-1%	-3%	-0.2%	?	0	5%	1%	11	.
CC(=O)Nc1n[nH]c(-c2ccc(C)cc2)c1C	-2%	-20%	6%	-7%	0.2%	4%	-2	-1%	3%	1	2%
CCO[C@@H]1OC(C(=O)Nc2ccccc2)=C[C@H](c2coc3ccccc3c2=O)[C@H]1CCCO	-1%	1%	1%	-1%	0.0%	?	6	-2%	4%	-8	2%
Cc1ccc(C(=O)c2nccn2C)cc1C	14%	-2%	-20%	-2%	0.0%	4%	6	-2%	-2%	6	-1%
O=C(NCCCn1ccnc1)c1cccc(S(=O)(=O)Nc2ccccc2F)c1	8%	3%	-37%	0%	-0.2%	?	1	1%	-1%	-10	-2%
Cc1ccc(OCC(=O)c2cc(C)c(C)cc2C)c([N+](=O)[O-])n1	3%	3%	-45%[inhibitor]	-5%	-0.2%	23%	-5	-2%	-13%	-10	11%
Cc1nc2c(C)cccn2c1C(=O)c1ccccc1	1%	-9%	-27%	-4%	-1.5%	-4%	0	8%	?	7	-4%
Cc1nn(-c2ccccc2)c(C)c1C(=O)NCc1ccc(S(N)(=O)=O)cc1	5%	.	12%	1%	0.0%	?	3	5%	0%	-14	.
Clc1cccc(Cl)c1CSc1nnc(-c2sccc2-n2cccc2)o1	2%	20%	-19%	0%	-1.0%	14%	2	0%	2%	-4	7%

Some of the entries so far, with two lines to a compound:
Every second line gives: GALK inhibitor, Menin-MLL TR inh, Integrin act MD, TSG101-PTAP inh, B2AR arrestin, BCR signal inh, Coupling enz, ASM inhibitor, Tb PFK block, Giardia killer, PKM2 act
Cc1ccc(OCC(=O)c2cc(C)c(C)cc2C)c([N+](=O)[O-])n1
  3%, 3%, -45%[inhibitor], -5%, -0.2%, 23%, -5, -2%, -13%, -10, 11%
Cc1nc2c(C)cccn2c1C(=O)c1ccccc1
  1%, -9%, -27%, -4%, -1.5%, -4%, 0, 8%, ?, 7, -4%
Cc1nn(-c2ccccc2)c(C)c1C(=O)NCc1ccc(S(N)(=O)=O)cc1
  5%, ., 12%, 1%, 0.0%, ?, 3, 5%, 0%, -14, .
Clc1cccc(Cl)c1CSc1nnc(-c2sccc2-n2cccc2)o1
  2%, 20%, -19%, 0%, -1.0%, 14%, 2, 0%, 2%, -4, 7%

Screening results: PubChem BioAssay, National Center for Advancing Translational Sciences (NCATS)
